TWEAK-Fn14 inh – blocks TWEAK-Fn14 interaction in a reporter cell assay; TWEAK-stimulated Fn14 reporter cells, luciferase luminescence, 8 h; AID 1159606; 360,000 tested, 2% active; inhibition, % at 10 µM; in the data active = inhibition above about 50%
COUP-TFII inh – NR2F2 (human) inhibition, primary screen; 370,000 tested, 0.7% active; HEK293T NGFI-A luciferase reporter, luminescence; P24468; inhibition, % at 8.6 µM;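 active = inhibition above a per-plate cutoff, mean inhibition of test wells between control levels plus 3 SD, cut at about 38% in these data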;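 note: cells cotransfected with COUP-TFII expression vector driving the NGFI-A reporter; 0% = median of COUP-TF2 test wells and 100% = reporter-only cells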
KKLEB cytotox – reduces viability of KKLEB cystic fibrosis airway cells; KKLEB CF airway cells viability, ATPlite luminescence, overnight; stronger effect = lower value; cells stimulated with P. aeruginosa culture filtrate; activity change (cytotoxicity), % at 5 µM; 360,000 tested, 0.36% active; AID 602141;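 active = corrected activity change at or below -50% at 5 µM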
TROY signal inh – TROY signaling inhibition. 360,000 tested, 0.98% active. inhibition, % at 10 µM. Q293 LMP1-TROYcd NF-kB luciferase reporter, 4 h. AID 1347056;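 active = compounds whose plate-normalised and pattern-corrected inhibition of the luciferase reporter signal at the single screening dose is 50% or more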
NR5A2 inv ag – inverse agonists of human LRH-1 (NR5A2) | O00482 | HEK293T StAR-luciferase reporter, LRH-1 transfected, 24 h | inhibition, % at 3.6 µM | 360,000 tested, 0.13% active | AID 602396;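 active = inhibition above the mean inhibition of all tested compounds plus 3 SD, cut at about 73% in these data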;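 note: 0% = DMSO wells and 100% = reporter-only cells lacking LRH-1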
NCOA3 inh – inhibits human SRC3 coactivator; HEK293 GAL4-SRC3 luciferase reporter, luminescence; inhibition, % at 3.6 µM; 360,000 tested, 0.17% active; AID 588352;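 active = inhibition above a per-campaign cutoff, the mean of all compounds plus 3 SD, cut at about 60% in these data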;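 note: 0% = DMSO-treated cells and 100% = gossypol-treated cells at 36 µM; higher means less SRC3-driven luciferase light from the GAL4 reporter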
C8 TRAIL sens – caspase-8 TRAIL sensitization; NB7+C8 cells + TRAIL, ATPlite viability luminescence; inhibition (viability loss, TRAIL sensitization), % at 10 µM; 360,000 tested, 1% active;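 active = compounds causing at least 50% loss of cell viability in the single-dose screen, relative to plate controls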
LMP1 NFkB inh – Epstein-Barr LMP1 NF-kappaB reporter inhibition | LMP1-induced NF-kappaB luciferase reporter cells, luminescence | inhibition, % at 12.5 µM | 350,000 tested, 0.69% active | AID 504558; in the data active = inhibition above about 41%;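 note: 0% = neutral control wells and 100% = reference inhibitor control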
Shn3 3UTR inh – reduces Shn3 3'UTR luciferase signal in osteoblasts; Clone20 osteoblast Shn3 3'UTR firefly luciferase, 24 h; inhibition, % at 12.5 µM; 360,000 tested, 0.52% active;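 active = mean inhibition of at least 75% with every replicate also reaching 75%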;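 note: 0% = median of neutral control wells and 100% = pilot-screen positive control compound; some compounds past the cut are filed as inactive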
SRC1 inh – inhibitors of human steroid receptor coactivator 1 (SRC1) | HEK293 GAL4-SRC1 luciferase reporter, luminescence | 360,000 tested, 0.12% active | inhibition, % at 3.6 µM;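 active = inhibition above the campaign mean plus 3 SD, with each screening campaign given its own cutoff, cut at about 60% in these data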;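 note: 0% = DMSO treated cells and 100% = gossypol at 36 µM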
Target sequence (Q15788 whole entry, looked up, the tested form may be a part): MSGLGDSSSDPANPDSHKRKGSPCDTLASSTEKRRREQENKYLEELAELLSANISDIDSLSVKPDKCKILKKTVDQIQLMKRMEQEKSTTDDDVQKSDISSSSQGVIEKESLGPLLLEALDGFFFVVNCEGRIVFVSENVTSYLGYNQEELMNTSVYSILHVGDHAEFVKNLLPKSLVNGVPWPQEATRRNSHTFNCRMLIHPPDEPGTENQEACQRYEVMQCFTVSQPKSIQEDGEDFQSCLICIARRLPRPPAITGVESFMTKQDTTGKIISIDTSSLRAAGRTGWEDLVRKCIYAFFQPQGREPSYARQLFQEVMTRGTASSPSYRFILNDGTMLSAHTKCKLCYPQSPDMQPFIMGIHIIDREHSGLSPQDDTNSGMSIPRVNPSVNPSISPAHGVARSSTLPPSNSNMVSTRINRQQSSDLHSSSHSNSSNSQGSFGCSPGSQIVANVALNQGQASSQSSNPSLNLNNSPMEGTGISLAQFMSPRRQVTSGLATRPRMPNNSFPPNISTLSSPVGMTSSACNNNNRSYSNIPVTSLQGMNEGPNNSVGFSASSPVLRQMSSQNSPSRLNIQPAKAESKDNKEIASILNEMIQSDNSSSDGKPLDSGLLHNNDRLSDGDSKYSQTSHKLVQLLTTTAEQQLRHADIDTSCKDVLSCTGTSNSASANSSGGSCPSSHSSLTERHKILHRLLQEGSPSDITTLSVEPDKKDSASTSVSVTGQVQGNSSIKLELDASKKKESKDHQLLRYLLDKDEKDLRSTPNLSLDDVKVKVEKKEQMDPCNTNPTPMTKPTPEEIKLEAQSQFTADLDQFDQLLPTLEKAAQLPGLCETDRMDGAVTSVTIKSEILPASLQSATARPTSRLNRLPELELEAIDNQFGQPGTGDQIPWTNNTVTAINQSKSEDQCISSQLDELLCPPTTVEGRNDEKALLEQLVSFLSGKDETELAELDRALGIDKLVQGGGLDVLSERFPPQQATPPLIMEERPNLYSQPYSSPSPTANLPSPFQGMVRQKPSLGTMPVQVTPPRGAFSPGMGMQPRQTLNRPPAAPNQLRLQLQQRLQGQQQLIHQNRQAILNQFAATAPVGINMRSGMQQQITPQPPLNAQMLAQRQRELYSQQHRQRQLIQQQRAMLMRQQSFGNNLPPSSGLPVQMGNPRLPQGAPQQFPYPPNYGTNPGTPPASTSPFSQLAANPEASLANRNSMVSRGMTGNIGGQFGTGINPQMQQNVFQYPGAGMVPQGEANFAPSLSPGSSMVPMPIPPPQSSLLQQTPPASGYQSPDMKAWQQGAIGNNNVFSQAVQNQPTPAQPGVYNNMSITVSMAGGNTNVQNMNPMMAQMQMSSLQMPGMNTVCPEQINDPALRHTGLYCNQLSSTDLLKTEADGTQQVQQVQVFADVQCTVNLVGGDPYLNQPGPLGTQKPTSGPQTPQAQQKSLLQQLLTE
CF NFkB inh – blocks PAF-induced NF-kB reporter in cystic fibrosis cells; inhibition, % at 5 µM; 360,000 tested, 0.86% active; KKLEB NF-kB-GFP reporter, GFP fluorescence overnight; AID 588850;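 active = at least 50% inhibition at 5 µM, scaled per plate between neutral and stimulator controls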;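 note: PAF is a Pseudomonas aeruginosa culture filtrate used as stimulus; plate controls were PAF-stimulated DMSO wells for no effect and unstimulated DMSO wells for full effect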
Active calls of the source: *; · = not tested or not shown.

SMILES	TWEAK-Fn14 inh	COUP-TFII inh	KKLEB cytotox	TROY signal inh	NR5A2 inv ag	NCOA3 inh	C8 TRAIL sens	LMP1 NFkB inh	Shn3 3UTR inh	SRC1 inh	CF NFkB inh
O=[N+]([O-])c1ccc(N2CCN(S(=O)(=O)c3ccc(Cl)cc3)CC2)cc1NCC1CCCO1 (stereo not drawn)	-11.4	16.6	12.6	-2.5	-17.4	6.4	6.9	1.0	22.7	-16.6	-19.4
O=C(NCCCO)/C(=C\c1ccco1)NC(=O)c1ccc(Br)o1	8.7	-2.5	-2.4	-9.7	10.2	-4.9	-2.9	-0.6	1.5	-7.8	-9.6
COc1ccc(NC(=O)CCNS(=O)(=O)c2cccc3nsnc23)c(OC)c1	-3.1	2.9	-5.1	-21.9	11.5	2.9	4.4	-6.5	-2.6	-0.5	9.7
CCN(CC(=O)NC1CCS(=O)(=O)C1)S(=O)(=O)c1ccc(Br)cc1 (stereo not drawn)	-5.7	-19.8	-8.6	-11.1	-10.4	-11.8	-15.6	-1.8	4.2	0.5	19.6
Cc1ccccc1Cn1c(C)nc2ccc([N+](=O)[O-])cc2c1=O	4.8	-18.0	2.3	2.4	4.1	6.4	3.5	4.0	-2.4	-9.8	3.9
CC(C(=O)O)c1ccc2c(c1)[nH]c1ccc(Cl)cc12 (stereo not drawn)	2.7	1.6	-6.6	-18.5	-19.5	-25.4	-2.7	3.6	5.2	2.4	-10.1
O=C(c1ccco1)N1CCC(c2nc(-c3ccc(F)cc3)no2)CC1	3.4	8.0	-0.4	12.7	-17.6	15.7	-1.9	1.6	-4.9	-2.3	3.5
Fc1ccc(-n2c(Cc3ccccc3)nnc2SCc2nc(-c3cccs3)no2)cc1	-2.2	-0.3	9.2	2.6	13.3	3.2	21.9	-4.9	-6.6	-12.1	3.1
Cc1ncc(CSCC(=O)Nc2cc(C(F)(F)F)ccc2Cl)c(CO)c1O	5.3	-5.4	5.5	-5.3	6.4	-35.7	9.4	-5.0	4.3	13.4	9.4
Cc1ccc(SCCC(=O)Nc2ccccc2C(=O)NC(C)C)cc1	-6.2	-0.3	-0.1	-14.7	-2.4	14.3	1.8	-1.8	0.2	-4.2	-11.1
C#CCOc1ccc(/C=C2/C(=O)ON=C2C)cc1Br	30.6	-15.8	-2.0	-4.4	18.5	-16.5	-8.2	0.7	-45.2	11.6	0.8
Cc1cc(N2C(=O)CCC2=O)ccc1NC(=O)c1cccs1	-5.7	-1.4	-8.1	-1.9	4.8	-14.9	7.8	-0.8	2.3	-13.1	-5.1
COc1cc(C(=O)Nc2sc3c(c2C(=O)O)CCC3)cc(OC)c1OC	-4.6	4.2	0.7	5.7	0.0	2.1	-4.0	5.1	-5.8	-5.6	-9.2
C[C@@H]1CN([C@@H](C)CO)C(=O)CCCn2nncc2CO[C@H]1CN(C)C(=O)Nc1ccccc1C(F)(F)F	-1.3	-19.6	6.2	-6.6	-5.1	11.7	14.9	-5.5	-21.0	5.0	2.9
COc1ccc(C(C(=O)NC2CCCC2)N(C(=O)c2snc(C(N)=O)c2N)C2CCCC2)cc1OC (stereo not drawn)	24.8	4.1	7.6	-8.7	5.4	1.0	15.9	0.8	-5.0	11.3	12.7
N#Cc1ccc(C(=O)NC23CC4CC(CC(C4)C2)C3)cc1	-9.6	17.7	-0.7	1.1	-6.3	15.6	18.1	5.2	11.1	13.6	4.6
O=C(Cn1cc([N+](=O)[O-])ccc1=O)NC1CCCCC1	-2.4	11.4	-7.3	2.3	-9.8	-16.7	-3.7	-3.1	6.1	-7.1	-10.5
CN(C)/C=N/c1ncnc2c1cnn2-c1ccc(C(F)(F)F)cn1	2.8	-79.8	6.2	-23.0	-11.4	-45.1	5.0	-14.4	-80.5	-49.8	5.6
CC(=O)N/C(=C\c1ccccc1)C(=O)OCC(=O)NC1CCCC1	12.1	-6.0	-7.0	16.8	-3.7	12.2	-2.4	1.5	-6.5	1.2	15.5
Cn1cccc1Cc1nnc(SCC(=O)N2CCCCCC2)n1-c1ccc(F)cc1	9.1	13.6	-0.6	-0.9	-0.6	9.1	8.1	9.0	3.8	-27.2	-22.5
O=C1c2ccccc2C(=O)N1CN(C(=O)COc1ccccc1)c1ccccc1	8.7	-19.6	6.8	-5.4	-6.8	11.3	6.8	-2.9	-2.4	0.3	5.9
C[C@@H]1CN([C@H](C)CO)C(=O)c2c(c3ccccc3n2C)-c2ccccc2CO[C@H]1CN(C)Cc1cccc(C(=O)O)c1	-16.0	-5.4	-9.8	2.5	0.9	-15.5	3.0	0.7	11.9	8.1	-2.5
CCCN(CC(=O)Nc1ccccc1C)C(=O)c1ccc2c(c1)OCO2	0.6	5.7	0.6	-3.9	-24.2	-2.2	-4.0	0.8	-55.5	-8.1	13.2
Cc1ccc(S(=O)(=O)N(C)CC(=O)N(CC(C)C)C2CCS(=O)(=O)C2)cc1 (stereo not drawn)	-14.8	12.7	6.7	-4.2	1.2	0.0	-13.4	0.0	-46.9	-0.1	6.5
CCN=C1SC(CC(=O)NCC)C(=O)N1CC (stereo not drawn)	8.9	1.7	1.9	2.9	-8.7	-11.8	-25.9	-8.7	10.9	-7.9	-0.1
C[n+]1cccc(C(=O)NNC(=O)C23CC4CC(CC(C4)C2)C3)c1	0.9	-12.3	9.5	51.8*	1.6	9.4	-6.3	-5.1	-21.4	-9.3	11.2
CCC(=O)c1cc(F)c(N2CCN(C(=O)c3ccco3)CC2)cc1C	-11.2	-5.7	-5.0	-20.7	-10.7	-16.9	4.3	-7.2	15.4	-21.2	3.3
Cc1cc(C(=O)N/N=C/c2cccnc2)n[nH]1	-4.7	3.2	-2.8	-24.7	-20.3	-50.6	5.8	-0.5	·	-27.5	-11.5
Cc1occc1C(=O)NC1CCCCCC1	0.0	-1.2	11.8	5.4	-25.6	-32.3	-6.1	-0.1	-10.8	-22.2	-2.7
COc1ccc(C(=O)N2CCCC(C(=O)c3ccccc3OC)C2)cc1OC (stereo not drawn)	0.4	0.0	-6.2	-12.1	0.2	4.7	1.0	-1.4	4.7	11.4	1.4
Cc1ccc(S(=O)(=O)N2CCCC2)cc1C(=O)NCCN1CCOCC1	13.2	3.2	16.3	24.1	2.1	-14.6	0.0	1.6	-0.5	5.7	-20.8
COc1cccc(CN2C(=O)NC3(CCCCCC3)C2=O)c1	26.7	1.5	2.6	1.0	-11.2	-6.8	-6.0	-4.3	7.3	-7.3	-2.1
CCNC(=O)C1(C)CCCN(CC(=O)c2ccccc2OC)C1 (stereo not drawn)	-9.1	-13.0	-18.9	6.1	28.4	-13.6	-24.4	·	-19.5	1.0	5.3
O=C(CNC(=O)c1cccs1)Nc1ccncc1	4.2	-5.2	6.1	-6.9	7.3	1.8	6.4	-1.9	-3.9	-8.0	10.6
CC(=O)c1ccc(OCC(=O)OCC(=O)c2ccc(S(=O)(=O)N3CCCCC3)cc2)cc1	1.1	20.1	-7.7	5.4	5.3	-16.5	-8.0	-3.2	-11.1	-10.8	-4.7
Clc1ccccc1OCCN1CCCCC1	·	-1.6	·	·	-16.0	3.6	·	11.5	6.2	-18.8	·
O=C(NCCc1ccccc1)c1ccc(Cl)c(S(=O)(=O)N2CCCC2)c1	-11.8	·	-3.0	-29.0	-16.5	-45.3	11.7	-19.1	-12.1	-26.0	21.6
O=C(NC(=S)Nc1ccc(N2CCOCC2)cc1)c1cccc([N+](=O)[O-])c1	12.6	1.4	1.0	3.4	-0.8	13.1	-16.4	-2.5	-5.5	1.4	4.6
O=C(CNC(=O)c1ccc(Br)cc1)Nc1ccc2c(c1)CCC2	-10.2	-8.4	9.8	-19.2	-4.9	-0.4	4.1	0.8	-2.0	-3.5	-14.8
C(=N\c1nc2ccccc2n1CCN1CCCCC1)/c1cccs1	-19.6	-1.2	2.7	8.2	-3.7	7.5	-7.0	-6.4	4.2	-38.1	-3.5
CCOC(=O)Cn1cnc2c(nnn2-c2cccc(Cl)c2)c1=O	-2.1	7.0	9.3	-15.9	2.9	17.3	1.4	2.2	3.7	-7.1	-5.6
Cc1cc(C)c2nc(N(CCCN(C)C)C(=O)c3ccc(S(=O)(=O)N4CC(C)OC(C)C4)cc3)sc2c1 (stereo not drawn)	6.2	-15.6	-17.1	13.9	-30.2	4.5	4.9	-0.1	1.0	-4.0	25.2
O=C(CCn1c(=O)oc2ccccc21)N1CCOCC1	-11.7	-6.6	2.7	-9.9	7.0	-11.4	-18.6	-26.7	3.3	5.9	-6.3
CC1CCCCC1NC(=O)c1nn(C)c(=O)c2ccccc12 (stereo not drawn)	9.3	-1.9	7.1	0.9	-0.6	3.2	8.5	-6.7	0.0	0.4	0.4
COC(=O)c1cccc(C23CC4(C2)[C@H](CN(CC2CCCCC2)[C@@H]4c2ccccc2)C3c2ccccc2)c1 (stereo partly drawn)	-32.6	7.7	14.0	-15.6	17.1	-5.3	12.5	-5.6	-84.8	1.4	0.4
CCOC(=O)c1cc(CC)sc1N	4.3	6.3	-1.8	-9.2	-6.4	8.8	-15.8	2.1	-5.4	-1.4	-7.7
O=C(NN=C1CCCCCC1)c1ccc(Cl)s1	-5.6	-10.7	-27.2	-21.9	-5.2	14.3	3.4	-6.0	-8.7	3.9	38.9
Cc1ccc(S(=O)(=O)c2cnc(-c3ccccc3)nc2N2CCN(C)CC2)cc1	19.3	-10.4	-9.2	-16.9	7.8	7.4	-10.4	-17.4	9.4	13.3	19.2
Clc1ccccc1CN1CCN(/N=C/C=C\c2ccco2)CC1	-11.3	-17.2	4.6	-11.6	-39.2	-44.0	27.9	-7.2	-32.8	-19.5	3.7
CCN1CCN(c2cc3c(nn2)Oc2ccccc2N3C)CC1	-25.5	-34.1	-3.5	-48.1	-75.1	-58.7	-3.0	-16.1	-64.5	-47.0	-7.2
Cc1cccc(C)c1NC(=O)CN(C)C(=O)c1ccccc1Cc1ccccc1	-3.6	-5.4	-2.0	3.1	-12.6	16.3	-14.3	2.8	-0.3	7.8	-5.0
CN(CC(=O)NCCN1CCOCC1)S(=O)(=O)c1ccc(F)cc1	-7.8	-2.7	-11.3	-3.8	-6.0	-5.5	2.5	0.6	-6.7	3.9	13.3
O=C(NCc1ccco1)c1ccc(Cl)c(S(=O)(=O)Nc2ccccc2)c1	-0.7	7.7	-13.0	14.9	-5.9	10.6	1.0	-2.0	2.1	-13.8	-2.0
Cc1nc2ncnn2c(C)c1CCC(=O)N1CCc2ccccc2C1	-1.8	4.2	3.5	-27.7	-12.6	8.0	2.7	2.3	-3.3	-8.1	3.2

The list is partial; rates above refer to the full screens.
